# Screening data: PubChem, The Scripps Research Institute Molecular Screening Center
# PLC-gamma1 inh – PLC-gamma1 enzyme inhibitors, primary screen, biochemical, fluorescence, purified enzyme. AID 720700, 2013. 0.84% of 370,000 active. fluorogenic substrate. inhibition, % at 12.2 µM; in the data active = inhibition above about 9.5%
# PLC-beta3 inh – human PLC-beta3 inhibitors, primary screen, biochemical, fluorescence. 1-phosphatidylinositol 4,5-bisphosphate phosphodiesterase beta-3 (Homo sapiens), Q01970. Purified PLC-beta3, fluorogenic substrate. inhibition, % at 12.2 µM. 0.18% of 370,000 active; in the data active = inhibition above about 11%;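 also: 0% = median of compound wells on plate and 100% = full blocker control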
# Tn7 DDE FP – inhibitors of Tn7 peptide binding to fibrin DD(E), primary screen, biochemical, fluorescence polarization, human fibrin, Tn7 probe | Fibrinogen beta chain (Homo sapiens), P02675 | inhibition, % at 8.3 µM | 0.13% of 370,000 active | FP displacement of FITC-Tn7 peptide from fibrin DD(E); 0% = median of compound wells per plate;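 active = inhibition above the mean of compounds falling within the control limits plus 3 SD of them, cut at about 14% in these data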;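 also: 0% = plate median of compound wells and 100% = 10 µM Aha-Tn7 peptide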
#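 Assay system: human fibrin DD(E) protein / Input: 2 µM fibrin DD(E) / Benchmarks: high control of 10 µM Aha-Tn7 peptide / Measured by: fluorescence polarization of the labelled Tn7 tracer / Medium: Tris buffer with calcium and detergent, pH 7.8 / Timing: 10 min compound pre-incubation, 3 h probe incubation at room temperature / Repeats: one replicate per compound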
# ADAM17 inh – ADAM17 inhibitors, primary screen, biochemical, QFRET; Disintegrin and metalloproteinase domain-containing protein 17 (Homo sapiens), P78536; recombinant ADAM17, EDANS/DABCYL FRET peptide cleavage; 0.83% of 370,000 active; inhibition, % at 6.95 µM;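 active = inhibition above the mean of compounds lying between control limits plus 3 SD, set per campaign, cut at about 8.5% in these data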;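 also: 0% = DMSO-only wells as the low control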
# Target sequence (P78536 215-824 limits assumed): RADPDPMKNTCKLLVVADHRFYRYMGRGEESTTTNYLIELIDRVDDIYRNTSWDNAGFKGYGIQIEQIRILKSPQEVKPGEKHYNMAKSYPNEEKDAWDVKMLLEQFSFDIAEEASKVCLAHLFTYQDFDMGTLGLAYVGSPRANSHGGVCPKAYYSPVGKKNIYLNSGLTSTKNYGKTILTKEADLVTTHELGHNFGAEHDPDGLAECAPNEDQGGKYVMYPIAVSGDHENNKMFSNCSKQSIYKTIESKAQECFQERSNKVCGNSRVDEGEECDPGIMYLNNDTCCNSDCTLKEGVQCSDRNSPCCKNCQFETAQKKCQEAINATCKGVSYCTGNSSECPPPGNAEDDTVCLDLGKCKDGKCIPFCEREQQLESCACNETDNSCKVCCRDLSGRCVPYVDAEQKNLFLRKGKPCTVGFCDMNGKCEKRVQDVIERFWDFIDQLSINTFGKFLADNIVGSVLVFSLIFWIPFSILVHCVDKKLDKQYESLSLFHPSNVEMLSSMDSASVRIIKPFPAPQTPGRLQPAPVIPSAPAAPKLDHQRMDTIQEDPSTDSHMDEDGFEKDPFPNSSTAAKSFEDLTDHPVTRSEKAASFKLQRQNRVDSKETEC
# SIAE primary – human SIAE inhibitors, primary screen, biochemical, fluorescence polarization, FP-Rh probe, 1536-well HTS | Sialate O-acetylesterase (Homo sapiens), Q9HAT2 | SIAE FP-Rh probe binding | inhibition, % at 9.66 µM | 0.69% of 370,000 active | AID 1053197, 2014;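 active = inhibition above a cutoff: mean of compounds within the control limits plus 3 SD of those, cut at about 17% in these data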;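 also: 0% = plate median of compound wells and 100% = probe without SIAE protein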
# ARFGAP1 inhibitor – inhibitors of rat ARFGAP1 GAP activity, primary screen, biochemical, fluorescence polarization, GDP tracer; Arfgap1-stimulated ARF1 GTP hydrolysis, GDP FP detection; ADP-ribosylation factor GTPase-activating protein 1 (Rattus norvegicus), Q62848; 0.26% of 360,000 active; inhibition, % at 16.5 µM; AID 651572, 2012;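 active = inhibition above a per-plate limit, mean inhibition of low control wells plus 3 SD, cut at about 25% in these data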;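 also: 0% = DMSO wells with enzyme and 100% = wells lacking Arfgap1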
# Target sequence (Q62848 1-136 limits assumed): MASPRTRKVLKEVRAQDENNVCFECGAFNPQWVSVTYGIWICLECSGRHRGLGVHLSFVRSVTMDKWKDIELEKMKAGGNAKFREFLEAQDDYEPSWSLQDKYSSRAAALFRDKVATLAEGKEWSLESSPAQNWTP
#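 Assay system: purified rat His6-Arfgap1 residues 1-136 (GAP domain); Reagent: human Δ17 ARF1 bound to GTP; Dosing: 16.5 µM single point, 1.26% DMSO; Times: GTP hydrolysis reaction 2 h at 25 °C; Signal: FP, GDP Alexa 633 tracer displaced from anti-GDP antibody, 620/688 nm; Measure: % inhibition from polarization.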
# TDP2 absorb – human TDP2 enzyme inhibitors, primary screen, biochemical, epi absorbance, recombinant enzyme. Tyrosyl-DNA phosphodiesterase 2 (Homo sapiens), O95551. T5PNP hydrolysis, p-nitrophenol absorbance 415 nm. inhibition, % at 12.8 µM. 0.34% of 370,000 active. AID 720702, 2013;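 active = inhibition above the mean of all tested compounds plus 3 SD, set per campaign, cut at about 25% in these data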;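 also: 0% = DMSO with enzyme and 100% = buffer with substrate but no TDP2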
#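 System: recombinant human TDP2 / Amount: 120 nM TDP2 per well / Also added: 5 mM T5PNP chromogenic substrate / Doses: 12.8 µM single point, 1% DMSO / Incubation: 2 h at 37 °C / Detection: p-Nitrophenol epi absorbance / Evaluation: % inhibition relative to enzyme-containing and enzyme-free wells / Repeats: singlicate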
# Tn6 DDE FP – inhibitors of Tn6 peptide binding to fibrin DD(E), primary screen, biochemical, fluorescence polarization, human fibrin, Tn6 probe; inhibition, % at 8.3 µM; Fibrin DD(E) TRITC-Tn6 fluorescence polarization displacement; AID 720509, 2013; Fibrinogen beta chain (Homo sapiens), P02675; 0.21% of 370,000 active;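 active = inhibition above a per-campaign cutoff: mean of compounds within control limits plus 3 SD, cut at about 15% in these data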;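 also: 0% = median of all compound wells on the plate and 100% = blocking peptide control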
# ASAP1 GAP inh – inhibitors of human ASAP1 ArfGAP activity, primary screen, biochemical, fluorescence polarization | Arf-GAP with SH3 domain, ANK repeat and PH domain-containing protein 1 (Homo sapiens), … | ASAP1-stimulated ARF1 GTP hydrolysis, GDP FP detection | inhibition, % at 16.5 µM | 0.19% of 360,000 active | AID 624377, 2012; in the data active = inhibition above about 25%;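 also: 0% = vehicle with enzyme and substrate and 100% = no enzyme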
# ADAM10 inh – human ADAM10 inhibitors, primary screen, biochemical, QFRET, HTS | Disintegrin and metalloproteinase domain-containing protein 10 (Homo sapiens), O14672 | recombinant ADAM10, EDANS/DABCYL FRET peptide cleavage, 3 h | inhibition, % at 7 µM | 0.62% of 370,000 active | AID 720582, 2013;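 active = inhibition above a per-campaign cutoff equal to the mean of compounds falling between control-based bounds plus 3 SD, cut at about 20% in these data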;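 also: 0% = DMSO wells while the 100% control is not disclosed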
# Starred values were filed as active, the others as inactive.
SMILES,PLC-gamma1 inh,PLC-beta3 inh,Tn7 DDE FP,ADAM17 inh,SIAE primary,ARFGAP1 inhibitor,TDP2 absorb,Tn6 DDE FP,ASAP1 GAP inh,ADAM10 inh
OC1O[C@H](c2ccc3c(c2)OCO3)[C@H]2CO[C@H](c3ccc4c(c3)OCO4)[C@@H]12 (stereo partly drawn),1,3,2,-3,2,13,-1,1,-5,-8
COc1cc(CNn2nnnc2N)cc(Br)c1OCC(=O)NC(C)(C)C,2,-1,0,-4,0,-5,-2,-4,-13,-4
CC1CCc2nn(CC(=O)Nc3c(F)cc(F)cc3Br)cc2C1 (stereo not drawn),-2,1,1,-2,3,-6,-8,7,-9,-11
CCC/C=C/c1ccc(CN2C(CC(C)C)C(=O)N(Cc3cn(CCOCOC)nn3)CCS2(=O)=O)cc1 (stereo not drawn),-1,-2,-1,-3,4,7,2,-4,5,-10
CC(=O)Nc1ccc(C(=O)CN2C(=O)CSC2=O)cc1,-4,-12,10,-2,-5,0,-5,2,-10,4
CC(C)(C)NC(=O)NC(=O)COC(=O)Cc1ccc(Cl)cc1Cl,0,-1,0,3,5,6,-6,-10,13,13
COc1cc(C)ccc1Oc1nc(-c2ccccc2O)nc2ccccc12,3,-5,3,0,-11,-14,-15,0,0,0
Cc1ccc(S(=O)(=O)NCCn2cnc([N+](=O)[O-])n2)cc1,4,-3,2,-3,5,-11,22,1,20,0
O/C(=C\c1nc2ccccc2[nH]1)c1cccs1,-155,-216,6,-11,0,4,14,4,-2,-32
O=C1Cc2ccccc2N1c1ccccc1,-1,-4,0,-1,-3,6,0,1,13,-7
COc1ccc(N/C(=C\C(=O)c2ccccc2)c2ccccc2)cc1OC,0,1,-1,-1,7,3,4,3,-8,-5
Cc1cc(=O)n(CC(=O)Nc2cc(Cl)ccc2C)c(C(C)C)n1,-1,-2,-4,-5,1,15,-12,8,-11,-11
CC(C)N1CC(C(=O)Nc2ccc(Cl)c(Cl)c2)CC1=O (stereo not drawn),1,-5,3,0,-4,-13,9,-1,0,6
CC(C)CCn1nnnc1CN1CCN(c2ccccc2)CC1,0,4,5,-1,-3,-4,1,-3,-2,-5
COc1cccc(Cl)c1NC(=O)N1CCN(c2cc(C)nc3ccccc23)CC1,-1,-5,1,-4,-5,-1,-1,3,2,-11
Cc1ccc(NC(=O)Cn2ccc(=O)[nH]c2=O)cc1,2,1,-2,2,-12,-5,-16,-7,9,7
COc1ccc(C(=O)NCc2ccco2)cc1S(=O)(=O)NC1CC1,-2,-6,10,-4,-2,18,-1,10,-9,-3
COC(=O)C1CCN(S(=O)(=O)c2ccc(Br)s2)CC1,-2,-1,4,1,2,-4,-1,3,-2,-7
CCC(C)n1cnc2c(c1=O)c1nc3ccccc3nc1n2Cc1ccccc1OC (stereo not drawn),0,4,3,0,-4,-3,-6,-1,-7,5
Cc1ccc(C(NC(=O)/C=C\c2ccc3c(c2)OCO3)C(=O)Nc2ccc3c(c2)OCO3)cc1 (stereo not drawn),-4,-2,-6,-4,1,13,9,-2,-2,-2
O=C1CCC(C(=O)OCc2ccccc2)N1 (stereo not drawn),2,4,4,-1,0,-5,8,-3,9,2
c1ccc2nc3c(ccc4ccccc43)cc2c1,-9,-16,8,-22,-16,9,1,1,-9,-73
CCOC(=O)c1cc(-c2ccccc2)sc1NC(=O)C(C)OC(=O)c1cccnc1OCC (stereo not drawn),1,0,4,-3,1,13,1,-1,-4,1
CC1(C(=O)NS(=O)(=O)Cc2ccccc2)CCN1C(=O)c1ccc(C2CCCCC2)cc1 (stereo not drawn),2,0,-9,-6,5,5,5,-1,-9,3
C=Cn1cc[n+](CC(=O)c2ccc(Cl)cc2)c1,0,-7,-2,-2,-4,-5,0,3,-7,7

# Remaining list, next part.
SMILES,PLC-gamma1 inh,PLC-beta3 inh,Tn7 DDE FP,ADAM17 inh,SIAE primary,ARFGAP1 inhibitor,TDP2 absorb,Tn6 DDE FP,ASAP1 GAP inh,ADAM10 inh
Brc1ccc(COc2cccc3cccnc23)cc1,-16,-29,-1,-4,-2,6,0,-13,-6,-11
COc1ccc(-c2nnn(-c3ccc(Cl)cc3Cl)c2N)cc1,1,-2,2,1,8,3,20,-2,4,3
COc1ccc(CC2(CO)CCN(S(=O)(=O)N(C)C)CC2)cc1,1,0,-9,-1,-6,-6,5,8,0,0
O=C(OCC(=O)N1CCCc2ccccc21)C1CCN(S(=O)(=O)c2cccs2)CC1,3,2,0,0,-1,8,-3,3,-16,8
CC1=C(C#N)C(c2ccc3ncccc3c2)C(C#N)=C(C)N1,-3,-7,-7,7,0,5,-5,-7,-13,-9
CC(=O)c1cc(C(=O)NC2CCCc3c2cnn3-c2cc(C)cc(C)c2)[nH]n1 (stereo not drawn),-6,-6,-3,-1,-7,1,6,-8,-24,-1
COC(=O)C(CCSC)NC(=O)C(NC(=O)C1CCC(C)CC1)C(C)C (stereo not drawn),4,4,-2,2,7,4,-7,-3,3,4
O=C(COC(=O)c1cccc(F)c1)Nc1cccc(S(=O)(=O)N2CCOCC2)c1,5,6,0,4,-1,-1,-10,6,11,-3
Cn1c(=O)c(=O)n(C)c2cc(S(=O)(=O)N3CCN(C4CCCCC4)CC3)ccc21,-1,-3,-1,-3,11,-7,-1,3,-2,-13
Cc1ccc([C@@H]2CC(=O)[C@@H]3CN(S(=O)(=O)c4ccc(C)cc4)[C@H](c4ccccc4)C[C@@H]3N2S(=O)(=O)c2ccc(C)cc2)cc1,1,-2,-1,1,-7,11,2,-9,5,0
CCn1c(SCC(=O)Nc2ccc3c(c2)OCCO3)nnc1-c1c[nH]c2ccccc12,-1,3,-4,1,-2,-9,6,0,-4,1
COc1ccc(S(=O)(=O)N2CCN(c3ncnc4c(-c5ccccc5)nsc34)CC2)cc1,4,3,-6,-11,-8,4,-3,-4,10,2
CCc1ccc(/C=C2\SC(=S)N(CCCC(=O)Nc3nccs3)C2=O)cc1,-3,1,0,-3,-1,-2,6,4,-4,-5
COc1cc(-n2c(=O)c3ccccc3n(CC(=O)OCc3ccccc3)c2=O)cc(OC)c1OC,1,-7,1,-5,-4,3,5,1,-4,2
Cc1cc(C(=O)O)ccc1-c1ccc(/C=C2\NC(=O)N(Cc3ccc(F)cc3)C2=O)o1,-11,-17,-2,-7,4,5,1,0,1,-8
Cc1cccc(OCc2nc(C#N)c(N3CCCC3)o2)c1,0,-8,3,-6,-3,0,0,-3,-9,-5
Cc1ccc(NS(=O)(=O)c2cccs2)cc1S(=O)(=O)N1CCCCCC1,3,2,4,-1,-6,1,0,-5,-10,5
Cc1ccc2c(CC(=O)OCC(=O)N(CC(C)C)c3c(N)n(Cc4ccccc4)c(=O)[nH]c3=O)coc2c1,-8,-5,9,-2,-7,-8,5,5,-5,-4
COc1ccccc1N1CCN(S(=O)(=O)CCNC(=O)c2cc(=O)c3ccccc3o2)CC1,-1,-6,2,-3,-1,0,8,9,-13,2
Cc1ccc(NC(=O)C2C3C=CC(O3)C2C(=O)O)c(C)c1 (stereo not drawn),-1,-2,-9,-1,-5,7,-6,-8,4,0
Cc1ccc(C(=O)NNC(=O)c2ccc3c(c2)OCCO3)cc1,-3,-10,-5,-3,5,7,-9,8,11,-35
Cc1cc([N+](=O)[O-])nn1CCCC(=O)NCc1ccccc1,2,3,8,1,0,-4,-5,0,-25,-5
CCN1C(=O)CC(N2CCC(C(=O)N3CCOCC3)CC2)C1=O (stereo not drawn),1,1,16*,-5,3,1,-4,7,0,4
CCN(CC)C(=O)CN(c1ccc(C)cc1)S(=O)(=O)c1ccc(SC)cc1,3,-1,-3,-1,6,7,2,9,2,-7
CCS(=O)(=O)c1ccc(O)c(NC(=O)COc2ccc(C)cc2)c1,0,3,3,0,9,12,5,0,-1,3

# Continued; the last four above are carried over.
SMILES,PLC-gamma1 inh,PLC-beta3 inh,Tn7 DDE FP,ADAM17 inh,SIAE primary,ARFGAP1 inhibitor,TDP2 absorb,Tn6 DDE FP,ASAP1 GAP inh,ADAM10 inh
Cc1cc([N+](=O)[O-])nn1CCCC(=O)NCc1ccccc1,2,3,8,1,0,-4,-5,0,-25,-5
CCN1C(=O)CC(N2CCC(C(=O)N3CCOCC3)CC2)C1=O (stereo not drawn),1,1,16*,-5,3,1,-4,7,0,4
CCN(CC)C(=O)CN(c1ccc(C)cc1)S(=O)(=O)c1ccc(SC)cc1,3,-1,-3,-1,6,7,2,9,2,-7
CCS(=O)(=O)c1ccc(O)c(NC(=O)COc2ccc(C)cc2)c1,0,3,3,0,9,12,5,0,-1,3
O=C1CC(C(=O)Nc2ccc(O)c(C(=O)O)c2)C(c2ccccc2)O1 (stereo not drawn),-45,-47,-10,-40,10,-2,10,0,1,-107
O=C(NNS(=O)(=O)c1ccccc1)Nc1ccc(F)cc1,-4,-6,2,-1,-2,-6,21,-7,-2,-12
Cc1cccc(C(=O)Oc2ccc(/C=N/NC(=O)Cc3ccc([N+](=O)[O-])cc3)cc2)c1,0,2,3,-7,-1,-10,3,-2,3,-8
O=C(NCCCC(=O)N1CCOCC1)c1cccnc1,-1,3,3,-1,3,16,4,-4,-1,4
CCC(C)c1ccccc1NC(=O)c1cc(C)no1 (stereo not drawn),-2,-2,4,0,-2,5,-8,-2,-3,-4
CCc1ccc(N(CC(=O)NCc2cccnc2)S(=O)(=O)c2ccccc2)cc1,-3,-5,6,-4,-1,11,0,-4,-16,0
Cc1cc(=O)oc2cc(OCC(O)CN3CCc4ccccc4C3)ccc12 (stereo not drawn),-14,-20,-6,-46,-5,1,-1,-5,11,-125
Cc1ccc(Cl)c(OCC(=O)OCC(=O)c2ccc[nH]2)c1,5,-10,1,-3,2,-8,8,-8,-9,0
